Apaf1 inhib = human Apaf-1 inhibition | reconstituted apoptosome caspase-3 activity, DEVD-Rh110 fluorescence | O14727 | hit rate 0.71% among 330,000 | inhibition, % at 20 µM; active = inhibition of at least 40% at 20 µM;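 also: plate controls were DMSO wells for no effect and DEVD-CHO caspase inhibitor wells for full effect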
Target sequence (O14727 whole entry, looked up): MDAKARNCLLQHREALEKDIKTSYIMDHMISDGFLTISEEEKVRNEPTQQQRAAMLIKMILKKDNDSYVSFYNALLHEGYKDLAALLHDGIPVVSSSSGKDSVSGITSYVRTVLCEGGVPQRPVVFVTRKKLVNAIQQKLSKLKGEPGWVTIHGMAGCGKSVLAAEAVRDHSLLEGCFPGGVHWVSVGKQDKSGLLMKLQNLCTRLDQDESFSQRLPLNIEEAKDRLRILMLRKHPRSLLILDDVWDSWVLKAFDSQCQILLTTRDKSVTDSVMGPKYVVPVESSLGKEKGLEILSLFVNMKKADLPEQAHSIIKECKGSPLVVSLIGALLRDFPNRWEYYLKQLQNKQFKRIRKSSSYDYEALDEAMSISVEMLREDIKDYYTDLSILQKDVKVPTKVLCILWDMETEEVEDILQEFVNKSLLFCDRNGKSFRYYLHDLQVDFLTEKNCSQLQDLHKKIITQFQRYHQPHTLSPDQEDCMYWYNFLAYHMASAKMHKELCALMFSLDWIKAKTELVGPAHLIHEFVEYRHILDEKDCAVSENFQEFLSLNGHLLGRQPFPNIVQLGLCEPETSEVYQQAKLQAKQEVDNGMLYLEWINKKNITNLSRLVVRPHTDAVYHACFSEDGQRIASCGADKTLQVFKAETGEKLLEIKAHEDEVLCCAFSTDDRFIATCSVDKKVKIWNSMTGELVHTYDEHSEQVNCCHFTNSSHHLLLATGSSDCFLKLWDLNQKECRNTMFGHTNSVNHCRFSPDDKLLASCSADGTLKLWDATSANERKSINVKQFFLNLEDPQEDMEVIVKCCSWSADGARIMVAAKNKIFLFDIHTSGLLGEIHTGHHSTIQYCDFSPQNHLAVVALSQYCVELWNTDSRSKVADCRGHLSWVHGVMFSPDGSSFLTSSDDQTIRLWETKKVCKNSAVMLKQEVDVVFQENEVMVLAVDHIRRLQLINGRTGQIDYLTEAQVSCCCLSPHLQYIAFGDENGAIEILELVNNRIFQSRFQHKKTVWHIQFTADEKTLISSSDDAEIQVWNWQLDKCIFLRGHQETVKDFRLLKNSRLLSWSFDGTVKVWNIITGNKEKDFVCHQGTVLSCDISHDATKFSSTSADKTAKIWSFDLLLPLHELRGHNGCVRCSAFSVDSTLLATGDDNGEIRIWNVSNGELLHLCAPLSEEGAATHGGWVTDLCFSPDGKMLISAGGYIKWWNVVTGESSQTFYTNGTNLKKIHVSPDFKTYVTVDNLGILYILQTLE
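System: Apoptosome proteins | Medium: Hepes pH 7.5 with detergent and BSA | Also added: Cytochrome c trigger plus (Z-DEVD)2-Rh110 caspase-3 substrate | Incubation: 30 min compound preincubation, 50 min activation, room temperature | Detection: Rhodamine 110 fluorescence at Ex 480/Em 540 nm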
SENP7 inh = inhibitors of human SENP7 protease | hit rate 1.5% among 330,000 | inhibition, % at 5 µM | recombinant SENP7, Z-RLRGG-aminoluciferin luminescence, 40 min;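 active = inhibition above about 50% at the single test dose, limit read from the data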;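 also: plate controls were DMSO with enzyme for no effect and no enzyme buffer wells for full effect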
HKDC1 inhibitor = inhibitors of human hexokinase HKDC1 | inhibition, % at 20 µM | AID 493160 | Q2TB90 | hit rate 0.16% among 340,000 | recombinant HKDC1, G6PDH/diaphorase resazurin coupled fluorescence;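 active = inhibition above about 35% when tested at 20 µM, limit read from the data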;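 also: plate controls were DMSO wells with enzyme for no effect and DMSO wells lacking enzyme for full effect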
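Test system: HK5 enzyme. Quantity: 5 µg/mL HK5 final. Reagent: glucose and ATP substrates. Schedule: 90 min reaction incubation at room temperature, dark. Technique: resazurin-to-resorufin fluorescence via G6PDH and diaphorase coupling, 525/613 nm. Control set: DMSO wells with and without enzyme mix.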
Gli-Sufu block = antagonists of Gli-Sufu signaling; Sufu-KO-LIGHT fibroblasts, Gli luciferase reporter luminescence; inhibition, % at 5 µM; hit rate 0.74% among 340,000; AID 588413;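 active = inhibition above about 55%, limit read from the data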;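 also: 0% = DMSO-treated cells and 100% = wells with medium but no cells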
697 NFkB inh = inhibitors of the PMA/ionomycin-induced NF-kB reporter in 697 B cells; 697 B-cell NF-kB luciferase reporter, 16 h; AID 435022; hit rate 0.33% among 330,000; inhibition, % at 4 µM; in the data active = inhibition above about 35%
UBC13 inh = blocks human UBC13 polyubiquitin chain formation. P61088. TR-FRET. inhibition, % at 20 µM. hit rate 0.47% among 330,000. AID 485273; in the data active = inhibition above about 45%, passing the limit was not always enough
SENP8 inh = SENP8 protease inhibition. Q96LD8. purified SENP8, Z-RLRGG-aminoluciferin cleavage, luminescence. inhibition, % at 10 µM. hit rate 1.2% among 330,000
Jurkat NFkB inh = inhibitors of the PMA/ionomycin-induced NF-kB reporter in Jurkat cells | PMA/ionomycin-induced NF-kB luciferase reporter, luminescence | AID 435003 | hit rate 0.53% among 330,000 | inhibition, % at 4 µM
Active calls of the source: *. Rule as the data show it, unless noted: active = inhibition above about 50%; inactive = the rest. Compounds as they come. Share with any hit: about 3.6%.

Results for CC1CCCCC1NC(=O)CO/N=C/c1ccc(OC(F)F)cc1 (stereo not given) ?
Apaf1 inhib: 8.3; SENP7 inh: -7.3; HKDC1 inhibitor: 3.8; Gli-Sufu block: -7.9; 697 NFkB inh: -1.1; UBC13 inh: -2.7; SENP8 inh: -12.7; Jurkat NFkB inh: 0.7

Results for O=C(Nc1ccccc1N1CCN(C(=O)c2ccccc2)CC1)c1ccco1 ?
Apaf1 inhib: 7.1; SENP7 inh: 7.5; HKDC1 inhibitor: -2.9; Gli-Sufu block: 0.8; 697 NFkB inh: 6.8; UBC13 inh: 1.3; SENP8 inh: 3.0; Jurkat NFkB inh: 6.8

How did COc1cccc(/C=C2/NC(=O)NC2=O)c1OCC(=O)Nc1ccccc1 do in these assays?
Apaf1 inhib: -4.5; SENP7 inh: 0.2; HKDC1 inhibitor: -2.8; Gli-Sufu block: -22.5; 697 NFkB inh: 5.1; UBC13 inh: 0.2; SENP8 inh: 1.5; Jurkat NFkB inh: -5.7

Results for CC[C@@]1(C(=O)OC)N[C@H](CN(C)C(=O)Nc2ccc(C(F)(F)F)cc2)[C@@H]2C(=O)N(C)C(=O)[C@@H]21 ?
Apaf1 inhib: 3.6; SENP7 inh: -7.9; HKDC1 inhibitor: 2.7; Gli-Sufu block: -6.5; 697 NFkB inh: 2.2; UBC13 inh: 4.7; SENP8 inh: 14.9; Jurkat NFkB inh: -6.1

Results for O=[N+]([O-])c1ccc(-c2cnc(SC(c3ccccc3)c3ccccc3)[nH]2)cc1 ?
Apaf1 inhib: 12.6; SENP7 inh: -4.5; HKDC1 inhibitor: 18.3; Gli-Sufu block: 9.9; 697 NFkB inh: -27.2; UBC13 inh: -7.1; SENP8 inh: -0.5; Jurkat NFkB inh: -24.1

Results for CN1CCc2nc(NC(=O)c3cccc(S(=O)(=O)N4CCc5ccccc54)c3)sc2C1 ?
Apaf1 inhib: 2.5; SENP7 inh: 4.8; HKDC1 inhibitor: 1.7; Gli-Sufu block: -1.4; 697 NFkB inh: 8.1; UBC13 inh: 5.8; SENP8 inh: -2.4; Jurkat NFkB inh: 8.0

How did CCN(CC)S(=O)(=O)c1ccc(C(=O)NCc2n[nH]c(=S)n2Cc2ccccc2)cc1 do in these assays?
Apaf1 inhib: -3.6; SENP7 inh: -4.8; HKDC1 inhibitor: 5.0; Gli-Sufu block: -7.4; 697 NFkB inh: 18.5; UBC13 inh: -10.4; SENP8 inh: -5.9; Jurkat NFkB inh: 2.8

How did CC(=O)Nc1ccccc1C(=O)N1CCN(c2cccc(C)c2C)CC1 do in these assays?
Apaf1 inhib: 2.4; SENP7 inh: 6.7; HKDC1 inhibitor: 2.2; Gli-Sufu block: 10.3; 697 NFkB inh: -0.9; UBC13 inh: -1.1; SENP8 inh: -0.5; Jurkat NFkB inh: -3.3

How did O=C(NCCc1c[nH]c2ccccc12)C(=O)NCC(c1ccco1)N1CCN(c2ccccc2)CC1 (stereo not given) do in these assays?
Apaf1 inhib: 4.8; SENP7 inh: 3.5; HKDC1 inhibitor: 8.3; Gli-Sufu block: 46.1; 697 NFkB inh: -35.8; UBC13 inh: 2.5; SENP8 inh: -6.5; Jurkat NFkB inh: 26.7

What do the screens show for `O=C(CSc1nc2cc(Cl)ccc2o1)NCCc1ccccc1`?
Apaf1 inhib: -2.3; SENP7 inh: 3.0; HKDC1 inhibitor: -6.8; Gli-Sufu block: -4.5; 697 NFkB inh: 12.3; UBC13 inh: 8.6; SENP8 inh: -1.7; Jurkat NFkB inh: -16.4

By substructure, those above with two or more sulfur atoms (two)
Results for CN1CCc2nc(NC(=O)c3cccc(S(=O)(=O)N4CCc5ccccc54)c3)sc2C1 ?
Apaf1 inhib: 2.5; SENP7 inh: 4.8; HKDC1 inhibitor: 1.7; Gli-Sufu block: -1.4; 697 NFkB inh: 8.1; UBC13 inh: 5.8; SENP8 inh: -2.4; Jurkat NFkB inh: 8.0

How did CCN(CC)S(=O)(=O)c1ccc(C(=O)NCc2n[nH]c(=S)n2Cc2ccccc2)cc1 do in these assays?
Apaf1 inhib: -3.6; SENP7 inh: -4.8; HKDC1 inhibitor: 5.0; Gli-Sufu block: -7.4; 697 NFkB inh: 18.5; UBC13 inh: -10.4; SENP8 inh: -5.9; Jurkat NFkB inh: 2.8

Next entries follow:
What do the screens show for `CC(C)(Oc1ccc(Cl)cc1)C(=O)NCC(c1ccco1)N1CCCCC1` (stereo not given)?
Apaf1 inhib: 23.0; SENP7 inh: 8.3; HKDC1 inhibitor: -2.5; Gli-Sufu block: 26.9; 697 NFkB inh: -18.5; UBC13 inh: -2.3; SENP8 inh: -10.6; Jurkat NFkB inh: -2.7

How did Cc1csc(CNc2ncnc3ccc(-c4ccoc4)cc23)c1 do in these assays?
Apaf1 inhib: 16.1; SENP7 inh: -6.5; HKDC1 inhibitor: 4.9; Gli-Sufu block: -46.5; 697 NFkB inh: -34.5; UBC13 inh: 11.6; SENP8 inh: 7.5; Jurkat NFkB inh: 20.9

What do the screens show for `CCCCCCc1nc2ccccc2c(=O)n1N`?
Apaf1 inhib: 4.2; SENP7 inh: -1.6; HKDC1 inhibitor: 3.3; Gli-Sufu block: -10.9; 697 NFkB inh: 15.2; UBC13 inh: 5.5; SENP8 inh: -5.3; Jurkat NFkB inh: -17.1

Results for CN1/C(=C/c2cccc[n+]2C)Sc2ccccc21 ?
Apaf1 inhib: 3.5; SENP7 inh: 5.3; HKDC1 inhibitor: -6.8; Gli-Sufu block: 68.6*; 697 NFkB inh: 13.5; UBC13 inh: -18.4; SENP8 inh: 8.5; Jurkat NFkB inh: 70.5*

Results for Cc1nn(CC(=O)NCCCN2CCC(N3CCCCC3)CC2)c(=O)c2cc(-c3ccccc3)nn12 ?
Apaf1 inhib: 21.4; SENP7 inh: 1.7; HKDC1 inhibitor: -5.8; Gli-Sufu block: 4.8; 697 NFkB inh: -26.1; UBC13 inh: 21.2; SENP8 inh: 6.5; Jurkat NFkB inh: -34.7

Results for Cc1c(Cl)cccc1NC(=O)c1cccc(OC(F)F)c1 ?
Apaf1 inhib: -14.3; SENP7 inh: 3.2; HKDC1 inhibitor: 14.3; Gli-Sufu block: -22.6; 697 NFkB inh: -5.5; UBC13 inh: 5.2; SENP8 inh: -1.1; Jurkat NFkB inh: -31.2

How did CC(C)c1nnc(NC(=O)c2cnccn2)s1 do in these assays?
Apaf1 inhib: -5.9; SENP7 inh: -13.3; HKDC1 inhibitor: -12.1; Gli-Sufu block: -19.9; 697 NFkB inh: -18.6; UBC13 inh: -19.1; SENP8 inh: -1.2; Jurkat NFkB inh: 1.5

Results for Cc1cc(C(=O)CN2C(=O)C3CC=CCC3C2=O)c(C)n1-c1ccccc1 (stereo not given) ?
Apaf1 inhib: 6.8; SENP7 inh: -0.8; HKDC1 inhibitor: -1.1; Gli-Sufu block: -91.0; 697 NFkB inh: -199.4; UBC13 inh: 2.5; SENP8 inh: -3.2; Jurkat NFkB inh: -173.7

Results for COc1ccc(-c2c(C)n([O-])c(C)c(C)[n+]2=O)cc1OC ?
Apaf1 inhib: -3.7; SENP7 inh: 11.9; HKDC1 inhibitor: -4.7; Gli-Sufu block: -5.3; 697 NFkB inh: 2.5; UBC13 inh: -7.5; SENP8 inh: 1.1; Jurkat NFkB inh: 1.4

Results for Cc1c2cnn(CC(=O)NCc3ccccn3)c(=O)c2c(C)n1Cc1ccccc1 ?
Apaf1 inhib: -5.0; SENP7 inh: 2.1; HKDC1 inhibitor: -5.7; Gli-Sufu block: -0.1; 697 NFkB inh: -1.3; UBC13 inh: 3.1; SENP8 inh: 2.6; Jurkat NFkB inh: 4.8

What do the screens show for `O=C1CCCN1CCCNc1ncnc2sccc12`?
Apaf1 inhib: -5.7; SENP7 inh: -4.3; HKDC1 inhibitor: 9.8; Gli-Sufu block: 0.8; 697 NFkB inh: 4.7; UBC13 inh: -9.9; SENP8 inh: -8.2; Jurkat NFkB inh: 2.1

How did CC(NC(=O)Nc1cccnc1)(C(F)(F)F)C(F)(F)F do in these assays?
Apaf1 inhib: 8.3; SENP7 inh: 0.7; HKDC1 inhibitor: -4.1; Gli-Sufu block: -1.1; 697 NFkB inh: 2.1; UBC13 inh: -2.9; SENP8 inh: -5.0; Jurkat NFkB inh: 13.4

How did CN(CC(=O)O)c1ccc(S(=O)(=O)N2CCOCC2)cc1[N+](=O)[O-] do in these assays?
Apaf1 inhib: 0.9; SENP7 inh: 5.2; HKDC1 inhibitor: 11.2; Gli-Sufu block: -0.5; 697 NFkB inh: 27.1; UBC13 inh: -4.5; SENP8 inh: -1.4; Jurkat NFkB inh: -19.6

What do the screens show for `CCC(CO)Oc1cc(NC(=O)Cc2ccccc2F)c2ncn(C(C)C)c2c1` (stereo not given)?
Apaf1 inhib: 4.8; SENP7 inh: -6.2; HKDC1 inhibitor: 1.5; Gli-Sufu block: -5.5; 697 NFkB inh: 1.7; UBC13 inh: 1.9; SENP8 inh: 7.5; Jurkat NFkB inh: -1.1

What do the screens show for `CCOc1ccc(NC(=S)N(CCOC)C(C)c2ccco2)cc1` (stereo not given)?
Apaf1 inhib: -16.2; SENP7 inh: 0.6; HKDC1 inhibitor: 12.0; Gli-Sufu block: 6.6; 697 NFkB inh: 12.8; UBC13 inh: 0.1; SENP8 inh: 3.1; Jurkat NFkB inh: 8.4

What do the screens show for `Cc1cc(NC(=O)c2ccc3c(c2)C(=O)N(C)C3=O)no1`?
Apaf1 inhib: 0.1; SENP7 inh: 9.4; HKDC1 inhibitor: -1.7; Gli-Sufu block: 3.5; 697 NFkB inh: -18.0; UBC13 inh: -7.5; SENP8 inh: -11.4; Jurkat NFkB inh: -3.0

What do the screens show for `CC(C)C(=O)Nc1nnc(CCN2CCOCC2)s1`?
Apaf1 inhib: 8.0; SENP7 inh: -2.0; HKDC1 inhibitor: -5.1; Gli-Sufu block: 6.5; 697 NFkB inh: -12.3; UBC13 inh: -1.6; SENP8 inh: -9.2; Jurkat NFkB inh: 2.4

What do the screens show for `C/C(=N\NC(=O)c1ccco1)c1cc(Cl)sc1Cl`?
Apaf1 inhib: -3.8; SENP7 inh: 1.0; HKDC1 inhibitor: 2.3; Gli-Sufu block: 7.6; 697 NFkB inh: -18.1; UBC13 inh: -9.1; SENP8 inh: -3.1; Jurkat NFkB inh: -29.4

Results for CC(=O)N(C)c1ccc(NC(=S)Nc2ccc(C(C)C)cc2)cc1 ?
Apaf1 inhib: -1.2; SENP7 inh: 7.5; HKDC1 inhibitor: -3.8; Gli-Sufu block: -5.4; 697 NFkB inh: -13.0; UBC13 inh: -2.1; SENP8 inh: 6.5; Jurkat NFkB inh: -8.3

How did CCC(C)NC(=O)C(Cc1ccccc1)NS(=O)(=O)c1ccc2c(c1)oc(=O)n2C (stereo not given) do in these assays?
Apaf1 inhib: -8.0; SENP7 inh: 11.5; HKDC1 inhibitor: -2.3; Gli-Sufu block: 14.9; 697 NFkB inh: -6.6; UBC13 inh: -0.6; SENP8 inh: -10.1; Jurkat NFkB inh: -0.8

Results for CCOc1ccc(CN(C)CC(=O)Nc2cc(OC)c([N+](=O)[O-])cc2C)cc1 ?
Apaf1 inhib: 9.2; SENP7 inh: 4.9; HKDC1 inhibitor: 3.6; Gli-Sufu block: 14.9; 697 NFkB inh: -11.0; UBC13 inh: 10.0; SENP8 inh: 10.5; Jurkat NFkB inh: 5.9

What do the screens show for `O=C(CSCc1ccccc1)Nc1ccccc1`?
Apaf1 inhib: 5.0; SENP7 inh: -9.3; HKDC1 inhibitor: 2.3; Gli-Sufu block: 10.2; 697 NFkB inh: -5.8; UBC13 inh: -0.8; SENP8 inh: -7.2; Jurkat NFkB inh: -33.8

How did C/C(=N/OC(=O)C1CC1)c1cc(-c2ccc(Cl)cc2)no1 do in these assays?
Apaf1 inhib: 2.1; SENP7 inh: 14.8; HKDC1 inhibitor: 4.0; Gli-Sufu block: -77.5; 697 NFkB inh: -78.8; UBC13 inh: 7.4; SENP8 inh: 17.3; Jurkat NFkB inh: -88.5

How did O=C(O)C1=C[C@H](C2CC2)C[C@H](OCc2ccc(CO)cc2)O1 do in these assays?
Apaf1 inhib: -1.6; SENP7 inh: 3.1; HKDC1 inhibitor: -3.0; Gli-Sufu block: -2.3; 697 NFkB inh: 6.1; UBC13 inh: -0.9; SENP8 inh: -3.6; Jurkat NFkB inh: 22.1
